Screening data from PubChem BioAssay.
Bcl-xL primary – inhibitors of human Bcl-xL; GST-Bcl-xL / FITC-Bim BH3 peptide fluorescence polarization; inhibition, % at 10.9 µM; 0.7% of 320,000 active; AID 2129;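 active means inhibition above the mean of all tested compounds plus 3 SD, cutoff set per campaign, cut at about 30% in these data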;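 further: 0% = DMSO wells and 100% = unlabeled Bim-BH3 peptide competitor; inhibitors lower millipolarization by displacing the labeled peptide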
pPAFAH inh – pPAFAH (human) enzyme inhibition; inhibition, % at 3.39 µM; 1.5% of 330,000 active; recombinant pPAFAH, FP-rhodamine probe fluorescence polarization;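 active means inhibition above the mean inhibition across the screen plus 3 SD, cut at about 25% in these data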;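 further: inhibitors block binding of the rhodamine activity-based probe so polarization drops; 0% = enzyme with DMSO and 100% = wells lacking pPAFAH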
Fam108B counter – blocks mouse Fam108B hydrolase in RBBP9 counter-screen; recombinant Fam108B, FP-Rh probe fluorescence polarization; inhibition, % at 9.51 µM; AID 1947; 0.33% of 300,000 active;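 active means inhibition above the screen mean inhibition plus 3 SD, computed separately per campaign, cut at about 18% in these data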;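 further: inhibitors lower polarization as less probe binds the enzyme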
GLD-1 RNA inh – GLD-1-TGE RNA interaction inhibition (C. elegans); Q17339; purified GLD-1 + fluorescein TGE RNA, fluorescence polarization; inhibition, % at 5.96 µM; 0.44% of 320,000 active;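 active means percent inhibition above a per-plate cutoff, the plate mean of test compounds plus 3 SD, cut at about 30% in these data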;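 further: 0% = DMSO wells with GLD-1 and probe and 100% = wells lacking GLD-1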
PAFAH1B2 FP inh – blocks human PAF acetylhydrolase 1b catalytic subunit 2 | P68402 | recombinant PAFAH1B2, FP-rhodamine activity probe, fluorescence polarization | inhibition, % at 3.39 µM | 1.2% of 340,000 active | AID 492953;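 active means inhibition above the mean of all tested compounds plus 3 SD, cut at about 24% in these data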;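 further: 0% = enzyme with DMSO and 100% = wells lacking PAFAH1B2; many of its hits are not listed in these tables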
AHR activator – human AHR activation | P35869 | AHR-responsive luciferase reporter cells, luminescence | activation, % at 5 µM | 2.5% of 320,000 active | AID 2796; in the data active means activation above about 47%;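 further: 0% = vehicle wells and 100% = reference agonist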
PME-1 inh – blocks human protein phosphatase methylesterase 1. AID 2130. Q9Y570. recombinant PME-1, FP-Rh probe fluorescence polarization. inhibition, % at 5.9 µM. 0.53% of 320,000 active;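 active means inhibition above the campaign mean of all compounds plus 3 SD, cut at about 26% in these data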;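 further: competitive labeling of PME-1 active site by serine hydrolase directed probe; 0% = PME-1 with DMSO and 100% = wells lacking PME-1 enzyme; inhibitors block probe labeling so polarization falls and inhibition rises; many of its hits are not listed in these tables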
MEX-5 binding – C. elegans MEX-5 TCR-2 RNA binding activity | activity score (negative = inhibition of binding), % at 10 µM | AID 1832 | 0.38% of 300,000 active | Q9XUB2 | MEX-5/FITC-TCR2 RNA binding, fluorescence polarization; active compounds read low;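 active means inhibition past about -25% in most replicates, and total fluorescence under double the plate's negative control median, limit read from the data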;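 further: 0% = DMSO and -100% = 5 µM competing unlabeled TCR2 RNA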
Target sequence (Q9XUB2 whole entry, looked up): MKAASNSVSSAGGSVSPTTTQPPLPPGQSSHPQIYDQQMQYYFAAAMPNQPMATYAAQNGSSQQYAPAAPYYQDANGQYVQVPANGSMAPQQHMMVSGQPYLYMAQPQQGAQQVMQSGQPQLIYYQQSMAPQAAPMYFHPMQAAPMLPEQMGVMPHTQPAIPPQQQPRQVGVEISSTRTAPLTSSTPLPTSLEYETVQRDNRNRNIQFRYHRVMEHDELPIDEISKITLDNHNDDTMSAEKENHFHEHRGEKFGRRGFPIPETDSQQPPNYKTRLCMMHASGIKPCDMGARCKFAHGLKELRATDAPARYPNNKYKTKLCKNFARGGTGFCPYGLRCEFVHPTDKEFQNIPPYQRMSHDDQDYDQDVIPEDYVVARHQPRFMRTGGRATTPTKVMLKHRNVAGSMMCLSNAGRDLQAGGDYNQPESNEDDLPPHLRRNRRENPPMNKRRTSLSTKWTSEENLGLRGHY
MCL1-BIM inh – inhibitors of human MCL1 binding to BIM-BH3 peptide | inhibition, % at 10.9 µM | GST-MCL1 / FITC-Bim-BH3 fluorescence polarization | Q07820 | 0.68% of 320,000 active;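 active means inhibition above the mean inhibition of all tested compounds plus 3 SD, set per campaign, cut at about 40% in these data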;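 further: 0% = DMSO wells and 100% = unlabeled Bim-BH3 peptide control; higher means more loss of mP so more displacement of Bim peptide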
Target sequence (Q07820 whole entry, looked up): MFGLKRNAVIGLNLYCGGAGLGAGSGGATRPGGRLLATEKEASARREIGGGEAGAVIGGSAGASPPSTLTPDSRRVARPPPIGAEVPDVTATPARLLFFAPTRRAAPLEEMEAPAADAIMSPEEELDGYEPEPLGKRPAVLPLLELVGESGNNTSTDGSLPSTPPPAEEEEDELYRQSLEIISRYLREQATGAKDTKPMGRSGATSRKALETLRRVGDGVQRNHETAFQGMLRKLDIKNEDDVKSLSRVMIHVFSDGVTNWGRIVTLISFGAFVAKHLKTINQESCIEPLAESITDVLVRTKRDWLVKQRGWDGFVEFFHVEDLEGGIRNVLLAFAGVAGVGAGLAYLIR
Numbers without * were called inactive; nt = not tested or not shown. A portion of the library; rates above refer to the full screens.

#	SMILES	Bcl-xL primary	pPAFAH inh	Fam108B counter	GLD-1 RNA inh	PAFAH1B2 FP inh	AHR activator	PME-1 inh	MEX-5 binding	MCL1-BIM inh
1	COc1ccc(-c2c(=O)n(OC)c3ccccc3[n+]2[O-])cc1OC	20.3	-3.2	0.5	21.9	1.6	20.2	-0.7	-1.1	16.8
2	CCCC(C)NC(=O)CN(c1ccc2c(c1)OCCO2)S(=O)(=O)c1ccccc1 (stereo unspecified)	-0.1	3.3	0.3	0.7	-2.4	0.1	1.8	-0.8	4.0
3	CC(NC(=O)CCOc1ccccc1)c1ccccc1 (stereo unspecified)	1.7	1.3	1.5	-7.3	4.8	0.9	1.1	0.2	-0.4
4	Cc1ccc(C(O)c2cccnc2)o1 (stereo unspecified)	7.4	0.9	2.6	4.9	6.9	1.0	-4.0	-2.2	11.5
5	COc1ccc(Cl)cc1-n1c(C)ccc1C	-2.9	0.0	-1.8	0.5	-1.7	4.7	2.2	1.4	-5.7
6	COc1ccccc1NC(=O)CSc1nnc(-c2ccco2)n1Cc1ccco1	3.6	9.3	0.2	-0.4	2.6	8.5	-7.9	-1.4	10.2
7	COc1cc(CCC(=O)Nc2ccc(C)c(S(=O)(=O)N3CCCCCC3)c2)cc(OC)c1OC	6.0	4.7	nt	-2.3	1.8	1.1	2.9	nt	5.5
8	CC(C)(O)C#Cc1ccc(C(=O)N2CCN(c3ccccc3)CC2)cc1	-2.5	2.2	-0.4	-2.6	3.3	-0.2	0.1	1.4	1.2
9	COc1ccc(C(=O)CN(C(=O)c2ccc(Cl)cc2)N2C(=O)C3CCCCC3C2=O)cc1 (stereo unspecified)	-5.1	-2.3	4.6	5.7	5.3	-0.9	2.9	1.0	-5.3
10	Cc1cc(=O)[nH]c(-c2ccc(C(F)(F)F)cc2)n1	4.8	4.7	0.0	3.6	0.6	87.3*	0.1	-1.1	7.8
11	Cc1cccc(OCC(=O)NCCNC(=O)c2cnccn2)c1	0.5	-3.4	2.1	3.6	-0.3	4.5	-2.9	-10.3	2.7
12	O=C(NCC1CCCO1)C1CCCN1C(=O)Nc1ccccc1[N+](=O)[O-] (stereo unspecified)	-5.0	4.7	0.5	2.5	0.3	0.3	-0.1	0.1	-2.7
13	CCn1c(SCc2ccc(C)cc2)nnc1-c1nn(-c2ccccc2)ccc1=O	0.7	-0.6	-0.5	-1.6	0.8	-0.3	2.9	-0.1	-2.3
14	CCOC(=O)C1=C(c2ccccc2)Nc2ncnn2C1c1cc(OC)ccc1OC (stereo unspecified)	4.2	-1.8	-4.8	-4.0	-1.2	6.2	0.7	-0.5	4.7
15	CCOc1cc2ccccc2cc1C(=O)Nc1ccccn1	3.8	-3.6	2.2	-0.6	1.7	45.1	-7.1	-1.3	0.9
16	CCn1c(NC(=O)c2ccco2)c(-c2ccccc2Cl)c(=O)c2ccccc21	4.7	5.1	-2.5	4.2	2.9	-3.2	-7.9	0.3	11.7
17	O=S(=O)(NC1CCCCC1Oc1ccccc1)c1ccccc1 (stereo unspecified)	-1.2	2.0	-2.8	-1.3	11.2	4.9	2.4	-1.3	-7.0
18	Cc1cc(C)n2nc(C(=O)NCc3ccco3)nc2n1	-1.2	2.2	1.8	-5.5	3.3	1.5	0.9	-4.5	2.4
19	COc1cccc(CNS(=O)(=O)c2cc(CN3C(=O)c4cccnc4C3=O)ccc2OC)c1	7.5	3.7	3.2	1.2	1.2	-3.0	-4.4	-0.6	1.1
20	O=C(NCCCN1CCOCC1)c1cc(-c2ccc(F)cc2)nc2ccccc12	2.1	-0.7	nt	-0.1	5.5	5.1	-2.1	nt	-3.2
21	c1ccc(NC2=NCCN2CCC2CCCCC2)cc1	0.4	3.4	1.9	-1.2	3.1	-0.7	4.3	0.2	1.4
22	CC(/C=N/NC(=O)c1ccncc1)=C\c1ccc(C(C)C)cc1	0.9	11.6	0.1	1.9	-2.2	11.8	-3.8	2.5	4.3
23	CC(C)(C)c1cc(CCC(=O)N2CCNCC2)c(C(C)(C)C)cc1O	0.7	3.3	0.4	0.6	6.5	2.2	3.2	-0.8	0.7
24	COc1ccc(/C=C/S(=O)(=O)NCc2ccccc2)cc1OC	7.0	-1.9	-0.5	6.0	-3.6	-0.9	-0.7	2.8	2.8
25	O=C(NCc1ccccc1Cl)c1cc(C(=O)C2CC2)c[nH]1	2.6	0.4	2.2	-1.4	6.3	28.6	4.0	3.9	8.3
26	O=C(NCC1CCCO1)C1CCCN(S(=O)(=O)c2cccc3nsnc23)C1 (stereo unspecified)	2.0	-0.7	1.9	-2.2	1.7	0.2	2.9	1.5	4.0
27	CS(=O)(=O)N1CCCC(C(=O)Nc2ccc3c(c2)OCCO3)C1 (stereo unspecified)	5.9	10.2	1.2	-1.3	0.0	0.1	1.8	0.0	0.4
28	CCCn1nnnc1NCc1cccc(OC)c1	-3.3	-4.7	-4.7	5.6	-0.4	-0.3	-1.4	0.2	0.9
29	O=C(c1ccc(F)cc1)c1ccc(OCC(=O)N2CCOCC2)cc1	nt	2.0	nt	4.0	-0.3	3.1	nt	nt	nt
30	COC(=O)c1ccc(CSc2ccc3nnc(-c4ccc(OC)c(OC)c4)n3n2)o1	-0.2	-2.9	-1.6	-2.2	5.0	1.1	-2.0	-2.4	-1.7
31	Cc1cccc(N2CCN(C(=O)c3nn(C)c4c3CS(=O)(=O)c3ccccc3-4)CC2)c1C	-2.3	5.1	1.1	-2.6	7.1	1.3	-0.9	-2.3	-3.5
32	Cc1ccnc(NC(=O)Cn2ccc([N+](=O)[O-])n2)c1	3.7	3.2	-4.0	5.0	3.7	-1.7	1.2	0.3	2.4
33	CCN(CC(=O)Nc1ccc(NC(C)=O)cc1)C(=O)C1CC(=O)N(CCc2ccc(OC)c(OC)c2)C1 (stereo unspecified)	2.5	8.0	2.5	7.8	-2.3	-0.3	-4.3	-0.4	1.4
34	Cc1cccc2cc(/C=N/Nc3ccc(C(=O)O)cc3)c(Cl)nc12	-2.6	28.4*	11.1	-5.2	10.7	5.8	35.6*	-12.8	-11.9
35	O=C(CCc1ccc(S(=O)(=O)N2CCOCC2)cc1)Nc1ccc(F)c(F)c1F	nt	7.3	nt	5.5	-0.4	4.8	nt	nt	nt
36	Cc1ccc(CN2CCN(/N=C\c3cccc([N+](=O)[O-])c3)CC2)cc1	1.9	-0.1	-0.1	7.1	3.1	-3.1	-5.2	-2.0	-3.4
37	Cc1ccc(/C=N/Nc2cc(C)nc(N3CCOCC3)n2)cc1	-4.8	3.4	5.4	-0.8	2.4	13.2	8.6	-1.9	-5.6
38	O=C1Nc2ccccc2C(O)(C(=O)N2CCCCC2)N1c1ccccc1 (stereo unspecified)	8.0	-3.6	6.3	5.6	4.1	2.8	-1.1	-0.5	1.8
39	Cc1ccc(C)c(OC(=O)CN2C(=O)c3ccccc3C2=O)c1	0.0	5.5	-5.3	0.0	-2.6	-5.8	-0.2	-2.6	-10.8
40	O=C(NC(=S)N1CCOCC1)c1ccc([N+](=O)[O-])cc1	1.7	-0.2	2.8	3.1	1.1	-0.2	1.0	-1.1	4.4
41	O=C1C=C(NCc2ccccc2)C2(CCCCC2)O1	5.1	0.5	0.4	7.8	6.1	0.2	11.0	0.5	-0.3
42	Cc1ccccc1N1CCN(Cc2ccc([N+](=O)[O-])o2)CC1	5.6	5.4	2.5	3.9	6.0	-4.3	0.5	0.7	3.9
43	Cc1sc2ncnc(NCCN3CCOCC3)c2c1C	7.3	1.8	-0.5	5.3	6.7	0.7	-3.8	-4.6	-0.6
44	Cc1ccc(-c2cc(C(=O)N3CCCC3)c3ccccc3n2)s1	4.5	4.8	0.1	10.3	2.9	11.7	5.0	-4.3	7.6
45	C=CCC(=O)NC1CC(C)(C)Cc2c1cnn2-c1ccc(C)cc1 (stereo unspecified)	1.2	3.4	3.6	3.0	1.2	-0.9	-2.1	-1.1	7.7
46	CCc1ccc(C(=O)CN2C(=O)C(C)N(c3ccc(C)cc3)C2=O)cc1 (stereo unspecified)	-0.1	2.3	-0.4	-7.9	-2.2	-1.2	-8.1	0.3	21.6
47	CCOC(=O)c1c(CC(C)C)csc1NC(=O)c1ccccc1C(=O)O	5.5	-4.2	-8.1	0.1	22.6	3.3	-3.4	4.0	5.8
48	CCn1c(C)nnc1SCC(=O)Nc1ccc(N2CCOCC2)cc1	1.4	2.3	2.5	9.6	2.1	0.4	-0.4	-0.4	2.7
49	O=C(CSc1nnnn1-c1ccc(F)cc1)Nc1nc2ccccc2s1	-3.7	10.4	-0.9	1.4	-0.9	19.2	-0.4	1.0	-0.4
50	O=C(NCCc1ccccc1C(F)(F)F)C1CCC(=O)N(C2CC2)C1 (stereo unspecified)	3.0	-0.1	1.8	10.4	-6.6	-0.7	-3.2	-2.2	4.2
51	CCOP(=O)(OCC)C(Nc1ccccc1)c1cccnc1 (stereo unspecified)	-6.5	3.7	-3.0	-1.4	3.0	-1.3	5.9	-0.6	-7.8
52	COc1ccc(C2c3c(ccc4ccccc34)Oc3ncn4nc(-c5ccco5)nc4c32)cc1 (stereo unspecified)	-1.3	-0.4	-7.5	-6.7	-4.8	5.0	-4.8	-1.2	-2.5
53	CN1CCN(c2ccccc2NC(=O)c2ccc([N+](=O)[O-])o2)CC1	2.7	19.7	1.4	4.3	4.0	-4.8	-0.6	-0.4	2.8
54	COc1ccc(C(=O)C2CCCN(S(=O)(=O)c3cccnc3)C2)c(C)c1 (stereo unspecified)	10.6	11.3	2.7	6.4	3.4	3.0	-1.4	-0.3	5.6

Complete entries, quoted from the list.
`O=C(CSc1nnnn1-c1ccc(F)cc1)Nc1nc2ccccc2s1` is listed with Bcl-xL primary = -3.7; pPAFAH inh = 10.4; Fam108B counter = -0.9; GLD-1 RNA inh = 1.4; PAFAH1B2 FP inh = -0.9; AHR activator = 19.2; PME-1 inh = -0.4; MEX-5 binding = 1.0; MCL1-BIM inh = -0.4
`CCOP(=O)(OCC)C(Nc1ccccc1)c1cccnc1` (stereo unspecified) is listed with Bcl-xL primary = -6.5; pPAFAH inh = 3.7; Fam108B counter = -3.0; GLD-1 RNA inh = -1.4; PAFAH1B2 FP inh = 3.0; AHR activator = -1.3; PME-1 inh = 5.9; MEX-5 binding = -0.6; MCL1-BIM inh = -7.8
